# Compound activity deposited in PubChem by National Center for Advancing Translational Sciences (NCATS).
# ALDH1A1 inh = blocks purified human ALDH1A1 activity. Purified ALDH1A1, NADH fluorescence, propionaldehyde substrate. 220,000 tested, 7.3% active. Potency, µM (series often up to 75.3 µM), without a hit: at the highest dose activity, negative = inhibition, most hits filed as inhibitors. AID 1030; active = well fitted inhibition curve with a large enough effect, not every such curve was filed as active; inconclusive = small, poorly fitted or top-dose-only effect, or another doubt; inactive = no such curve, though single readings can be large or run the other way;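 note: plate controls were no enzyme wells and a reference inhibitor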
# Epigenetic derep = derepresses silenced GFP reporter in murine cells; murine LDR cells, GFP reporter derepression, 30 h; Potency, µM (titrated, usually from 53.9 µM), inactives show top-dose GFP activation, actives largely listed as activators; 280,000 tested, 0.2% active; note: % of control where 0% means no effect; nearly all actives have a fitted effect of over 60% in size
#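 Murine LDR cells bearing a silenced CMV-driven GFP reporter were exposed to compound for 30 h at 37 C. After PBS washes, GFP-positive cells (20-120 um objects) counted by laser-scanning microplate cytometry.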
# NPSR antag = antagonists of human neuropeptide S receptor cAMP signaling. Q6W5P4. CHO-NPSR cells, cAMP TR-FRET, antagonist mode. Potency, µM (series often up to 38.3 µM), without a hit: top-dose activity change, negative = inhibition, hits mostly inhibitors. 220,000 tested, 1% active. AID 1461; note: % is set by controls: 0 for no effect and ±100 for the full control effect; nearly all actives have a fitted effect of over 50% in size; many of its hits are not listed in these tables
# Target sequence (Q6W5P4 whole entry, looked up): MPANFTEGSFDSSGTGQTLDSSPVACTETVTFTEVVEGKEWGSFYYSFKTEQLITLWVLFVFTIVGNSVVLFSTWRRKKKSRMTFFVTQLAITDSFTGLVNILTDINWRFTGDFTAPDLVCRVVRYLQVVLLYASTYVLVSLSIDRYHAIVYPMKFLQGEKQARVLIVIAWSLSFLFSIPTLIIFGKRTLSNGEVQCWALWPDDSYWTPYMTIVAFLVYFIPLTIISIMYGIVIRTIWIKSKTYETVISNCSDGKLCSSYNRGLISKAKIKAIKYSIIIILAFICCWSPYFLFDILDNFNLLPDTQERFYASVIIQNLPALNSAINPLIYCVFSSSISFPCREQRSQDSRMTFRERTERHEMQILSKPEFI
# GAA inhib = blocks human lysosomal alpha-glucosidase | P10253 | purified human GAA, 4-MU-alpha-glucoside fluorescence | Potency, µM (highest dose often 76.9 µM), inactives show at the top dose activity change, negative = inhibition, usual class: inhibitors | AID 1466 | 200,000 tested, 0.005% active;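 note: plate controls were uninhibited enzyme wells for no effect and no-enzyme background for full effect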
#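 Endpoint fluorogenic read: 20 min room-temperature reaction of 4 nM human alpha-glucosidase with 400 uM 4-methylumbelliferyl-alpha-D-pyranoside, pH 5.0, quenched with 1M NaOH/1M glycine pH 10. AC50 from Hill modeling.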
# GAA glycogen mod = alters human alpha-glucosidase cleavage of glycogen. recombinant GAA, glycogen substrate, Amplex Red glucose oxidase fluorescence. P10253. 300,000 tested, 0.38% active. Potency, µM (doses to about 76.4 µM), without a hit: at the highest dose activity change, negative = inhibition, hits mostly inhibitors;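 note: 0% = full enzyme reaction and -100% = no-enzyme basal signal; the screen sought inhibitors and activators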
#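 Recombinant enzyme (4 nM final) with compounds titrated up to 77 uM and bovine liver glycogen (30 ug) in citrate pH 5.0, 0.01% Tween-20, 37 C 40 min. Released glucose detected by Amplex Red/glucose oxidase (Ex 573/Em 610); AC50 from Hill fits.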
# aGlu spleen mod = inhibitors or activators of human alpha-glucosidase in spleen homogenate | P10253 | human spleen homogenate, 4-MU-alpha-glucoside fluorescence | Potency, µM (series often up to 79.9 µM), for the others: at the top dose activity change, negative = inhibition, usual class: inhibitors | 240,000 tested, 0.006% active;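 note: 0% = enzyme with vehicle and -100% = no enzyme basal signal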
#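 Human spleen homogenate (1 ug) incubated with compounds and 1 mM 4-methylumbelliferyl-alpha-D-glucopyranoside in pH 5.0 citrate/phosphate buffer, 37 C, 40 min. Stopped at pH 10; 4-MU fluorescence (Ex 365/Em 440 nm); AC50 by Hill fit.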
# Tau fluor cs = counter-screen for tau fibril formation inhibitors; tau K18 P301L Alexa594 fluorescence, heparin fibrillization; Potency, µM (top dose mostly 57.7 µM), inactives show top-dose activity change, negative = decrease; 280,000 tested, 0.93% active; note: % is set by controls: 0 for no effect and ±100 for the full control effect; nearly all actives have a fitted effect of over 55% in size
#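 Human tau K18 P301L (15 uM unlabeled, 0.24 uM Alexa 594-labeled) in 100 mM sodium acetate pH 7 with 20 uM heparin, 6 hr at 37 C. ThT 30 uM added, 1 hr ambient; Alexa 594 FP and total fluorescence read at 555/632 nm.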
# aGal spleen mod = alpha-galactosidase A (human) modulation; P06280; human spleen homogenate, 4MU-alpha-Gal fluorescence, 40 min; Potency, µM (highest dose often 80 µM), for inactives: top-dose activity change, negative = inhibition, most hits filed as inhibitors; 240,000 tested, 0.008% active;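 note: 0% = enzyme with vehicle and -100% = no enzyme basal signal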
# Target sequence (P06280 32-429 limits assumed): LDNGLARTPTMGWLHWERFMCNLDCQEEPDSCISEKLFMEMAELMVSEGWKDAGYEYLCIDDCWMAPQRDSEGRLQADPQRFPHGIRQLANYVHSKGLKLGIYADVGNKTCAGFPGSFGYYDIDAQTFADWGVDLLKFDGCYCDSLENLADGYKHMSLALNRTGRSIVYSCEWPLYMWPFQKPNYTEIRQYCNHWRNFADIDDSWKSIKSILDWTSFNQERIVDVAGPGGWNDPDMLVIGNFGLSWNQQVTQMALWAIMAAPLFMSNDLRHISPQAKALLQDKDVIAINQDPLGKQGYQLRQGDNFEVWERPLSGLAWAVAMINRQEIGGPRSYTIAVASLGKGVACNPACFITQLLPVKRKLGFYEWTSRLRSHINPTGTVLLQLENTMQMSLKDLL
#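 Spleen homogenate 1 ug + cpd (titration) + 4-MU-alpha-D-galactopyranoside 1 mM; 37C 40 min; 50 mM citrate/phosphate pH 5.0, 0.01% Tween-20; stop pH 10; fluorescence 365/440; AC50 via Hill.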
# Starred values were filed as active, the others as inactive; ? = inconclusive; · = not tested or not shown; [ ] = dose if it differs, or a comment. Unless noted, calls come from the whole dose curve; as a rule, active = well fitted curve in the direction sought with a large enough effect; inconclusive = small, poorly fitted or top-dose-only effect, or another doubt; inactive = no such curve, though single readings can be large; an effect the other way counts as inactive or inconclusive. Potency is the fitted concentration of half-maximal effect.
Structure	ALDH1A1 inh	Epigenetic derep	NPSR antag	GAA inhib	GAA glycogen mod	aGlu spleen mod	Tau fluor cs	aGal spleen mod
Cc1nc(-c2ccc3c(c2)OCO3)cs1	5%	-0.9%	13%[46.1 µM]	1%	-13%	3%	2%	8%
COc1cccc(-n2c(Cc3cc(=O)[nH]c(=O)[nH]3)nnc2SC(C)C)c1	0%	0.8%	-12%[46.1 µM]	-3%	-11%	-3%	-7%	0%
O=C(CNc1ccccc1)N/N=C/c1c[nH]c2ccccc12	-3%	0.0%	-15%	4%	-12%	0%	10%	5%
COc1ccc(CCNS(=O)(=O)c2ccc(S(=O)(=O)N3CCCC3)cc2)cc1OC	?	-1.1%	-15%[46.1 µM]	-3%	-2%	2%	-13%	0%
Cc1ccc(C(=O)C(c2ccccc2)N2Cc3ccccc3C2=N)cc1 (stereo unspecified)	?	?	?	-5%	-1%	-3%	-22%	-9%
COc1ccc(-c2nnnn2C(C)C)cc1S(=O)(=O)Nc1ccccc1	·	-0.2%	2%	·	3%	-9%	-2%	-3%
CCOc1ccc(N2CC(C(=O)Nc3ncccc3C)CC2=O)cc1 (stereo unspecified)	6%	-8.6%	1%[46.1 µM]	1%	9%	7%	7%	1%
C=CCn1c(Cc2cccs2)nnc1SCC(=O)Nc1cccc(OC)c1	-2%	-0.9%	5%[46.1 µM]	-2%	2%	2%	-9%	-15%
COC(=O)c1ccccc1-c1ccc(C=O)o1	264%[activator]	-0.4%	4%	10%	-1%	0%	-2%	-3%
CSc1nc(C(=O)N2CCc3c([nH]c4ccccc34)C2c2ccccn2)cs1 (stereo unspecified)	-1%	3.9%	?	-7%	-19%	-1%	?	-1%
O=S1(=O)N=C(Nc2ccc(N3CCOCC3)c(Cl)c2)c2ccccc21	7%	-2.6%	1%	-4%	7%	4%	?	-2%
COc1ccc(-c2nnc(SC3CCOC3=O)n2C2CCCCC2)cc1OC (stereo unspecified)	16%	0.2%	-6%[46.1 µM]	-8%	-3%	-2%	2%	-1%
CCCOc1ccc(N2C(=O)CC(N(CCc3ccc(OC)cc3)C(=O)/C=C/C(=O)O)C2=O)cc1 (stereo unspecified)	?	-1.1%	-20%	?	-9%	2%	3%	1%
COC(=O)c1ccc(CC(=O)c2nc3ccccc3s2)cc1	4%	1.0%	3%	-7%	0%	-11%	?	-11%
COc1cc(/C=C2\C(=O)NN(c3ccc(C)cc3)C2=O)cc([N+](=O)[O-])c1O	?	-0.6%	-56%	1%	?	-20%	?	3%
CC(C)NC[C@H](O)c1ccc(NS(C)(=O)=O)cc1	-3%	11%	·	·	·	8%	-5%	-5%
O=C(OC(C(=O)Nc1ccc([N+](=O)[O-])cc1Br)c1ccccc1)c1ccccc1 (stereo unspecified)	?	1.1%	-45%	-9%	-6%	11%	?	14%
Cc1ccc(CN2CCN(/N=C/C=C/c3ccccc3[N+](=O)[O-])CC2)cc1	6.3µM*	-4.7%	-25%	0%	-19%	-6%	-26%	-20%
COc1ccc(N2C(=O)CC(N3CCCCC3)C2=O)cc1 (stereo unspecified)	18µM*	0.1%	2%	0%	8%	3%	-2%	-11%
COc1cc(OC)cc(C(=O)NC(=S)NCCc2ccccc2)c1	1.1µM*	-1.6%	?	-3%	-12%	-2%	?	-10%
O=C(CN(c1ccccc1)S(=O)(=O)c1ccccc1)NCCSc1nc2ccccc2s1	5%	-2.0%	?	3%	-1%	-14%	-17%	3%
COc1ccc2cc3cc(C(=O)NC(C)C)oc3nc2c1	?	0.3%	-11%[46.1 µM]	?	6%	?	-2%	?
O=c1[nH]c(=O)n(Cc2ccccc2)c2nc(-c3ccco3)cc(C(F)(F)F)c12	?	18%	?	?	6%	2%	-5%	11%
O=C(Cc1cccs1)N/N=C/c1ccccn1	·	-6.8%	-12%	·	-1%	-3%	-8%	-5%
CCCn1c(=S)[nH]c2cc(C(=O)N3CCc4ccccc4C3)ccc2c1=O	7%	0.3%	-6%	2%	6%	4%	-7%	1%
COC(=O)c1ccc(CN2C(=O)NC3(CCC(C)CC3)C2=O)o1 (stereo unspecified)	11%	1.6%	-5%[46.1 µM]	-1%	8%	-4%	-1%	-2%
Cc1ccc(NC(=O)CCC(=O)NNC(=O)Cc2ccccc2)cc1C	-10%	-1.3%	-4%[46.1 µM]	6%	5%	-5%	3%	2%
CCCC(=O)NC(=S)Nc1cccc(Cl)c1N1CCCC1	?	1.1%	?	-1%	-8%	-4%	-20%	-6%
Cc1ccc(OCCSc2nc3ncnc(N)c3[nH]2)cc1	7%	-0.3%	10%	-1%	10%	5%	-3%	7%
O=C(Nc1ccc(F)cc1)c1cccnc1NCCc1ccccc1	-3%	0.0%	-46%	?	-11%	-12%	?	-6%
CC(=O)c1ccc(OC(=O)C2CC(=O)N(c3cccc(C)c3)C2)cc1 (stereo unspecified)	-4%	0.0%	-3%[46.1 µM]	3%	-3%	-26%	13%	-1%
CCCOc1ccc(N2C(=O)CC(N(CCC)C(=O)CCC(=O)O)C2=O)cc1 (stereo unspecified)	-10%	-2.1%	6%[46.1 µM]	-11%	2%	?	2%	-17%
O=S(=O)(c1ccc(Cl)c(F)c1)N1CCC(c2nc(-c3ccncc3)no2)CC1	4%	2.0%	-16%[46.1 µM]	?	6%	-2%	-4%	-6%
CC(C)(C)N1C(=O)[C@@H]2[C@H]3C(=CC[C@H]2C1=O)C(=O)[C@H]1O[C@H]1[C@H]3O	?	1.1%[10.1 µM]	·	·	·	2%[17.4 µM]	-12%[11.6 µM]	2%[17.5 µM]
O=C(NC1CC2CCCC(C1)N2Cc1cccs1)c1ccc([N+](=O)[O-])cc1 (stereo unspecified)	-5%	1.5%	4%	2%	4%	11%	0%	6%
CCC(=O)NC(=S)NNC(=O)COc1ccc(Br)cc1	24µM*	0.0%	-16%	8%	-6%	7%	1%	8%
COC(=O)Cc1ccc(O)c(N)c1	28µM*	1.1%	9%	4%	5.6µM*	6%	-5%	0%
COC(c1ccccc1Br)C(C)/C=C/CCO (stereo unspecified)	3.2µM*	0.8%[10.1 µM]	·	·	·	6%[17.4 µM]	10%[11.6 µM]	17%[17.5 µM]
CS(=O)(=O)N(Cc1ccccc1)c1ccc(C(=O)N2CCOCC2)cc1	4%	-1.1%	-8%[46.1 µM]	-3%	10%	-16%	-5%	-6%
O=C(Nc1ccc(S(=O)(=O)Nc2ncccn2)cc1)c1ccc(Br)o1	?	-2.9%	3%	4%	0%	2%	-1%	9%
C=CCn1c(O)c(N=NC(=O)CNC(=O)/C=C/c2ccc(OC)cc2)c2ccccc21	?	1.2%	52%	-4%[15.4 µM]	0%	5%	-24%	-5%
COC(=O)CSc1nnc2c(C)cc3cc4c(cc3n12)OCCO4	-1%	-0.7%	3%[46.1 µM]	-2%	1%	-10%	-4%	2%
COc1ccc(C)cc1S(=O)(=O)N(C)CC(=O)NC1CCCCCC1	-7%	-0.2%	-4%	7%	29%	2%	-2%	-1%
CCOc1nc2c(c(-c3cccs3)c1C#N)Cc1ccccc1-2	·	0.1%	31%	·	7%	4%	-7%	-16%
Cc1nn(C)cc1/C=N/n1nnnc1N	4%	4.1%	-12%[46.1 µM]	-14%	-5%	-1%	4%	0%
COc1cc(CNCCSc2nnnn2C)cc(Br)c1OCc1ccc(F)cc1	-7%	1.0%	?	?	-7%	-5%	-25%	0%
CC(C(=O)NNS(=O)(=O)c1cccc(C(F)(F)F)c1)n1nnc(N2CCOCC2)n1 (stereo unspecified)	7%	-0.7%	-13%	8%	8%	-1%	-9%	2%
O=C(Oc1ccc2ccccc2c1)c1cncc(Br)c1	6%	-5.0%	-6%[46.1 µM]	-1%	9%	-5%	-2%	19%
Cc1ccccc1-n1c(SCc2c(C)noc2C)nnc1-c1ccncc1	?	0.9%	-7%[46.1 µM]	2%	1%	-29%	8%	11%
Clc1ccc(CNc2nnnn2-c2ccccc2)c(Cl)c1	4%	0.7%	-7%[46.1 µM]	4%	5%	-4%	-25%	-6%
CCC1SC2=NC(C)=C(C(=O)OC)C(c3ccc(C)cc3)N2C1=O (stereo unspecified)	14µM*	0.0%	-9%[46.1 µM]	-6%	5%	9%	-15%	9%
Cc1c(NC(=O)C23CC4CC(CC(C)(C4)C2)C3)c(=O)n(-c2ccccc2)n1C	-1%	1.1%	-7%[46.1 µM]	-6%	2%	-1%	-2%	17%
Cc1cc(S(=O)(=O)NCCN(C)C)c(C)s1	-1%	-1.1%	-5%[46.1 µM]	-2%	7%	-4%	0%	-8%
O=C(Nc1ncc(Cc2ccc(Cl)cc2Cl)s1)c1ccc([N+](=O)[O-])cc1	8%	1.8%	-25%	3%	12%	-5%	?	-5%
CC(C)(C)C(=O)OCOP(=O)(OCOC(=O)C(C)(C)C)C(C)(Oc1ccc(O)cc1)P(=O)(OCOC(=O)C(C)(C)C)OCOC(=O)C(C)(C)C	?	-1.2%	·	·	·	7%	1%	0%
COc1ccc(Cl)cc1S(=O)(=O)N1CCCC1=O	9%	0.2%	-9%	7%	-1%	3%	4%	-5%
Cc1nn(Cc2cccc(F)c2)c(C)c1NC(=O)c1c(Cl)cnn1C	-5%	-0.7%	12%	1%	-9%	7%	6%	3%
COC(=O)CSc1nnc(-c2cccnc2)n1C	9%	-1.5%	11%	3%	5%	3%	1%	11%
Nc1nc(-c2ccc(Br)cc2)cs1	-6%	-1.0%	2%[46.1 µM]	8%	-22%	-11%	?	-2%

# With a hit mark in GAA glycogen mod, of those listed so far:
compound | ALDH1A1 inh | Epigenetic derep | NPSR antag | GAA inhib | GAA glycogen mod | aGlu spleen mod | aGal spleen mod
COC(=O)Cc1ccc(O)c(N)c1 | 28µM* | 1.1% | 9% | 4% | 5.6µM* | 6% | 0%

# This is a subset. The share of hits here may be higher or lower than overall.
